ANO1 activ = activates or potentiates the mouse TMEM16A chloride channel; Q8BHY3; HEK293 TMEM16A/YFP-H148Q/I152L, iodide quench fluorescence; hits give low values; B-score at 10 µM; 340,000 tested, 0.3% active;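 active means fluorescence-ratio B-score plate-corrected deviation score at least 3 library SD below zero, with starting fluorescence score within 5 deviations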;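 further: channel opened by trigger with iodide after compound preincubation; score built on the fluorescence ratio of max minus min over baseline; more negative score means more quench and so TMEM16A activation or potentiation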
TRPC4 act = TRPC4 (mouse) channel activation | Q9QUQ5 | HEK293 TRPC4beta/mu-opioid, Fluo4 calcium fluorescence; hits give high values | B-score at 10 µM | 310,000 tested, 0.49% active | AID 2237;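 active means B-score above 5 SD of library B-scores, and initial fluorescence ratio not above library mean plus 5 SD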;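 further: positive B-score marks a calcium rise read as TRPC4 activation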
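system = HEK293 cells stably co-expressing mouse TRPC4beta and mu-opioid receptor | schedule = Fluo4 dye loading 45 min at room temperature, 110 s recording | measure = B-scored integrated calcium fluorescence ratio | signal = Fluo4 calcium-sensitive dye fluorescence, kinetic, 1 Hz baseline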
TRPC6 activator = mouse TRPC6 channel activation; B-score at 10 µM; HEK293-TRPC6 membrane potential dye fluorescence; hits give high values; Q61143; 310,000 tested, 0.13% active;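 active means B-score of the integrated fluorescence ratio above library mean plus 3 SD, and starting fluorescence ratio within library mean plus 5 SD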;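 further: higher score means more depolarization so channel activation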
MrgX1 agonist = activates human MrgX1 receptor signaling; B-score at 10 µM; MrgX1-HEK293 cells, Fluo-4 calcium fluorescence, agonist mode; hits give high values; Q96LB2; 310,000 tested, 0.44% active; AID 588627;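 active means calcium response B-score plate-corrected fluorescence ratio at least 3 library SD, with starting fluorescence B-score inside 5 SD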
Target sequence (Q96LB2 whole entry, looked up): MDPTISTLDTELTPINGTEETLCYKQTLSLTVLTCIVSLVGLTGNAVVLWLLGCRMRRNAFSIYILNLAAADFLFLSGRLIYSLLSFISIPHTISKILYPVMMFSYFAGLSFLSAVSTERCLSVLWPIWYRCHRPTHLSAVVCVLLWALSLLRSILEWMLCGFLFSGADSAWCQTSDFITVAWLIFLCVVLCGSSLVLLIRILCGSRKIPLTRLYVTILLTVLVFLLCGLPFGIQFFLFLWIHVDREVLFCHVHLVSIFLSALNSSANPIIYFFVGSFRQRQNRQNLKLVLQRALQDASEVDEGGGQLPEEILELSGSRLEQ
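Material: HEK293 cells stably expressing human MrgX1 receptor | Quantity: 15,000 cells per well | Times: Cells plated overnight, dye loaded 0.5 h 37 °C, 0.5 h room temperature | Measured by: Kinetic Fluo-4 NW fluorescence of intracellular calcium | Control set: Positive and negative controls per plate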
TRPC4 block = blocks the mouse TRPC4 cation channel. Q9QUQ5. HEK293 TRPC4beta/mu-opioid, DAMGO-evoked Fluo4 calcium flux; hits give low values. B-score at 10 µM. 300,000 tested, 0.39% active. AID 2247;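 active means B-score over 3 SD under the library average, no early fluorescence shift, positive overall ratio signal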
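Assay system: TRPC4beta/mu-opioid receptor HEK293 cell line; compound dosing: single concentration per test compound; detection: Fluo4 Ca2+ flux fluorescence; evaluation: per-well B score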
MrgX1 antag = antagonists of human MrgX1 receptor; Q96LB2; MRGX1-HEK293 calcium flux, Fluo-4, BAM8-22 antagonism; hits give low values; B-score at 10 µM; 310,000 tested, 1.3% active;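 active means calcium-response B-score plate-corrected more than 3 library SD below zero, starting fluorescence within 5 deviations, no agonist response on first addition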;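 further: peak minus trough fluorescence over baseline after final BAM8-22 challenge near maximal dose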
TRPC4 potent = allosteric potentiators of mouse TRPC4 channel; 310,000 tested, 0.42% active; HEK293 TRPC4beta/mu-opioid, DAMGO EC20, Fluo-4 Ca2+ flux; hits give high values; Q9QUQ5; B-score at 10 µM;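 active means B-score of calcium response area above 5 SD of library B-scores, with initial fluorescence ratio within 5 SD of library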;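 further: B-score of integrated fluorescence ratio over time as area under calcium response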
MrgX1 PAM = human MrgX1 positive allosteric modulation, primary screen. MrgX1-HEK293, Fluo-4 calcium flux, FDSS; hits give high values. B-score at 10 µM. 310,000 tested, 0.63% active;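 active means plate-corrected calcium response at least 3 library SD above typical, normal starting fluorescence, not activating the receptor alone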;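 further: compound read alongside a low EC10 to EC30 dose of BAM8-22 agonist; peak minus trough fluorescence over baseline measured at the second addition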
TRPC6 inhibitor = mouse TRPC6 channel inhibition. 310,000 tested, 1.1% active. HEK293-TRPC6, membrane potential dye, ACh-evoked depolarization; hits give low values. Q61143. B-score at 10 µM;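 active means B-score under library mean minus 3 SD, initial fluorescence not abnormally high, positive integrated signal ratio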;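 further: B-score derived from integrated fluorescence ratio over the kinetic read; more negative B-score means stronger inhibition of depolarization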
TMEM16A inh = inhibitors of mouse TMEM16A calcium-activated chloride channel. HEK293 TMEM16A/YFP iodide influx fluorescence, ionomycin. normalized B-score (activity score, 25-100; higher = stronger inhibition) at 10 µM. 310,000 tested, 1.2% active. AID 588511;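 active means ratio plate-corrected score three or more library SD toward inhibition, starting fluorescence score within five deviations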;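 further: score derived from kinetic fluorescence span divided by baseline fluorescence per well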
SKKanGAS inh = inhibitors of SKKanGAS S. pyogenes growth in kanamycin (SK-promoter or general growth effect). inhibition, % at 7.5 µM. BacTiter-Glo, 6 h. 300,000 tested, 1.3% active. AID 1662;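 active means mean replicate score, as percent of positive control median, at least 50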;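 further: strain carries kanamycin resistance gene driven by streptokinase promoter and grows in 40 µg/ml kanamycin; loss of luminescence reflects streptokinase promoter inhibition or plain growth inhibition; 0% = median of DMSO wells and 100% = positive control at its reference dose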
Numbers without * were called inactive.

What do the screens show for `CC(C)CNC(=O)CN1C(=O)NC2(CCCc3ccccc32)C1=O` (stereo unspecified)?
ANO1 activ: inactive; TRPC4 act: inactive; TRPC6 activator: inactive; MrgX1 agonist: inactive; TRPC4 block: inactive; MrgX1 antag: inactive; TRPC4 potent: inactive; MrgX1 PAM: inactive; TRPC6 inhibitor: inactive; TMEM16A inh: inactive; SKKanGAS inh: -4

How did COc1cccc(NC(=O)CN(C)CC(=O)Nc2ccc(Cl)cc2[N+](=O)[O-])c1 do in these assays?
ANO1 activ: inactive; TRPC4 act: inactive; TRPC6 activator: inactive; MrgX1 agonist: inactive; TRPC4 block: inactive; MrgX1 antag: inactive; TRPC4 potent: inactive; MrgX1 PAM: inactive; TRPC6 inhibitor: inactive; TMEM16A inh: inactive; SKKanGAS inh: -6

What do the screens show for `NNC(=O)/C(=C\c1cccs1)NC(=O)c1ccccc1`?
ANO1 activ: inactive; TRPC4 act: inactive; TRPC6 activator: inactive; MrgX1 agonist: inactive; TRPC4 block: inactive; MrgX1 antag: inactive; TRPC4 potent: inactive; MrgX1 PAM: inactive; TRPC6 inhibitor: inactive; TMEM16A inh: inactive; SKKanGAS inh: -1

What do the screens show for `COc1ccc(/C=C2\SC(=S)N(CC(=O)NC3CCS(=O)(=O)C3)C2=O)cc1` (stereo unspecified)?
ANO1 activ: inactive; TRPC4 act: inactive; TRPC6 activator: inactive; MrgX1 agonist: inactive; TRPC4 block: inactive; MrgX1 antag: inactive; TRPC4 potent: inactive; MrgX1 PAM: inactive; TRPC6 inhibitor: inactive; TMEM16A inh: inactive; SKKanGAS inh: -7

How did S=C(NC1CCCCCC1)NC1CCCC1 do in these assays?
ANO1 activ: inactive; TRPC4 act: inactive; TRPC6 activator: inactive; MrgX1 agonist: inactive; TRPC4 block: inactive; MrgX1 antag: inactive; TRPC4 potent: inactive; MrgX1 PAM: inactive; TRPC6 inhibitor: inactive; TMEM16A inh: inactive; SKKanGAS inh: -6

What do the screens show for `NS(=O)(=O)c1ccc(CCNC(=O)c2cc(-c3cc(Cl)ccc3O)n[nH]2)cc1`?
ANO1 activ: inactive; TRPC4 act: inactive; TRPC6 activator: inactive; MrgX1 agonist: inactive; TRPC4 block: inactive; MrgX1 antag: inactive; TRPC4 potent: inactive; MrgX1 PAM: inactive; TRPC6 inhibitor: inactive; TMEM16A inh: inactive; SKKanGAS inh: 24

How did COc1cc(S(=O)(=O)N2CCOCC2)ccc1NC(=O)CSc1nnc(N)s1 do in these assays?
ANO1 activ: inactive; TRPC4 act: inactive; TRPC6 activator: inactive; MrgX1 agonist: inactive; TRPC4 block: inactive; MrgX1 antag: inactive; TRPC4 potent: inactive; MrgX1 PAM: inactive; TRPC6 inhibitor: inactive; TMEM16A inh: inactive; SKKanGAS inh: 0

How did CCN(CC)CCCNC(=O)C1c2ccccc2C(=O)N(CCOC)C1c1ccc(F)cc1 (stereo unspecified) do in these assays?
ANO1 activ: inactive; TRPC4 act: inactive; TRPC6 activator: inactive; MrgX1 agonist: inactive; TRPC4 block: inactive; MrgX1 antag: inactive; TRPC4 potent: inactive; MrgX1 PAM: inactive; TRPC6 inhibitor: inactive; TMEM16A inh: inactive; SKKanGAS inh: -1

How did COc1ccc(C(=O)NC2CCN(S(=O)(=O)c3ccccc3)CC2)cc1 do in these assays?
ANO1 activ: inactive; TRPC4 act: inactive; TRPC6 activator: inactive; MrgX1 agonist: inactive; TRPC4 block: inactive; MrgX1 antag: inactive; TRPC4 potent: inactive; MrgX1 PAM: inactive; TRPC6 inhibitor: inactive; TMEM16A inh: inactive; SKKanGAS inh: 4

How did Cc1ccccc1Cn1nc(C)c(NC(=O)c2noc3c2CC(C(C)(C)C)CC3)c1C (stereo unspecified) do in these assays?
ANO1 activ: inactive; TRPC4 act: inactive; TRPC6 activator: inactive; MrgX1 agonist: inactive; TRPC4 block: inactive; MrgX1 antag: inactive; TRPC4 potent: inactive; MrgX1 PAM: inactive; TRPC6 inhibitor: inactive; TMEM16A inh: inactive; SKKanGAS inh: 11

What do the screens show for `Cc1csc(NC(=O)CSC2=NS(=O)(=O)c3ccccc3N2)n1`?
ANO1 activ: inactive; TRPC4 act: inactive; TRPC6 activator: inactive; MrgX1 agonist: inactive; TRPC4 block: inactive; MrgX1 antag: inactive; TRPC4 potent: inactive; MrgX1 PAM: inactive; TRPC6 inhibitor: inactive; TMEM16A inh: inactive; SKKanGAS inh: 0

Results for Cc1cc(OCc2cc(C(=O)NCc3csc(C(C)C)n3)no2)cc(C)c1Cl ?
ANO1 activ: inactive; TRPC4 act: inactive; TRPC6 activator: inactive; MrgX1 agonist: inactive; TRPC4 block: inactive; MrgX1 antag: inactive; TRPC4 potent: inactive; MrgX1 PAM: inactive; TRPC6 inhibitor: inactive; TMEM16A inh: inactive; SKKanGAS inh: 6

What do the screens show for `CCOC(=O)C1=C(N)N(c2ccccc2Oc2ccccc2)C(=O)C1`?
ANO1 activ: inactive; TRPC4 act: inactive; TRPC6 activator: inactive; MrgX1 agonist: inactive; TRPC4 block: inactive; MrgX1 antag: inactive; TRPC4 potent: inactive; MrgX1 PAM: inactive; TRPC6 inhibitor: inactive; TMEM16A inh: inactive; SKKanGAS inh: -3

What do the screens show for `C/C(=N\NC(=S)NC1CCCCC1)c1cccc(Br)c1`?
ANO1 activ: inactive; TRPC4 act: inactive; TRPC6 activator: inactive; MrgX1 agonist: inactive; TRPC4 block: inactive; MrgX1 antag: inactive; TRPC4 potent: inactive; MrgX1 PAM: inactive; TRPC6 inhibitor: inactive; TMEM16A inh: inactive; SKKanGAS inh: 7

How did COc1ccc(OCCSc2ncccn2)cc1 do in these assays?
ANO1 activ: inactive; TRPC4 act: inactive; TRPC6 activator: inactive; MrgX1 agonist: inactive; TRPC4 block: inactive; MrgX1 antag: inactive; TRPC4 potent: inactive; MrgX1 PAM: inactive; TRPC6 inhibitor: inactive; TMEM16A inh: inactive; SKKanGAS inh: 3

How did Cc1occc1C(=O)NCc1ccc2c(c1)OCO2 do in these assays?
ANO1 activ: inactive; TRPC4 act: inactive; TRPC6 activator: inactive; MrgX1 agonist: inactive; TRPC4 block: inactive; MrgX1 antag: inactive; TRPC4 potent: inactive; MrgX1 PAM: inactive; TRPC6 inhibitor: inactive; TMEM16A inh: inactive; SKKanGAS inh: 3

How did CCCCC1(C)OC(=O)C(=Cc2ccc(SC)cc2)C(=O)O1 (stereo unspecified) do in these assays?
ANO1 activ: inactive; TRPC4 act: inactive; TRPC6 activator: inactive; MrgX1 agonist: inactive; TRPC4 block: inactive; MrgX1 antag: inactive; TRPC4 potent: inactive; MrgX1 PAM: inactive; TRPC6 inhibitor: inactive; TMEM16A inh: inactive; SKKanGAS inh: 0

What do the screens show for `O=C(Cc1cccs1)N1CCN(C(=O)C2CCCO2)CC1` (stereo unspecified)?
ANO1 activ: inactive; TRPC4 act: inactive; TRPC6 activator: inactive; MrgX1 agonist: inactive; TRPC4 block: inactive; MrgX1 antag: inactive; TRPC4 potent: inactive; MrgX1 PAM: inactive; TRPC6 inhibitor: inactive; TMEM16A inh: inactive; SKKanGAS inh: -3

How did CC1(C)Cc2sc3c(=O)[nH]c(=S)[nH]c3c2CO1 do in these assays?
ANO1 activ: inactive; TRPC4 act: inactive; TRPC6 activator: inactive; MrgX1 agonist: inactive; TRPC4 block: inactive; MrgX1 antag: inactive; TRPC4 potent: inactive; MrgX1 PAM: inactive; TRPC6 inhibitor: inactive; TMEM16A inh: inactive; SKKanGAS inh: -1

What do the screens show for `CCC(=O)c1ccc(O)cc1`?
ANO1 activ: -13*; TRPC4 act: inactive; TRPC6 activator: inactive; MrgX1 agonist: inactive; TRPC4 block: inactive; MrgX1 antag: inactive; TRPC4 potent: inactive; MrgX1 PAM: inactive; TRPC6 inhibitor: inactive; TMEM16A inh: inactive; SKKanGAS inh: -7

Results for COc1ccc(/C=N/NC(=O)c2ccc(F)cc2)cc1CN1CCc2cc(OC)c(OC)cc2C1C (stereo unspecified) ?
ANO1 activ: inactive; TRPC4 act: inactive; TRPC6 activator: inactive; MrgX1 agonist: inactive; TRPC4 block: -6*; MrgX1 antag: inactive; TRPC4 potent: inactive; MrgX1 PAM: inactive; TRPC6 inhibitor: inactive; TMEM16A inh: inactive; SKKanGAS inh: 3

What do the screens show for `O=C(CCNS(=O)(=O)c1cccc2nonc12)NCCc1ccc(Cl)cc1`?
ANO1 activ: inactive; TRPC4 act: inactive; TRPC6 activator: inactive; MrgX1 agonist: inactive; TRPC4 block: inactive; MrgX1 antag: inactive; TRPC4 potent: inactive; MrgX1 PAM: inactive; TRPC6 inhibitor: inactive; TMEM16A inh: inactive; SKKanGAS inh: -8

What do the screens show for `O=C(COC(=O)CNS(=O)(=O)c1ccc(Br)cc1Cl)Nc1ccc(N2CCOCC2)cc1`?
ANO1 activ: inactive; TRPC4 act: inactive; TRPC6 activator: inactive; MrgX1 agonist: inactive; TRPC4 block: inactive; MrgX1 antag: inactive; TRPC4 potent: inactive; MrgX1 PAM: inactive; TRPC6 inhibitor: inactive; TMEM16A inh: inactive; SKKanGAS inh: 4

Results for COc1ccc(/C=C(\C#N)C(=O)Nc2cc(C)c(Cl)cc2OC)cc1O ?
ANO1 activ: inactive; TRPC4 act: inactive; TRPC6 activator: inactive; MrgX1 agonist: inactive; TRPC4 block: inactive; MrgX1 antag: inactive; TRPC4 potent: inactive; MrgX1 PAM: inactive; TRPC6 inhibitor: inactive; TMEM16A inh: inactive; SKKanGAS inh: -1

What do the screens show for `NNC(=O)C1COc2cc3ccccc3cc2O1` (stereo unspecified)?
ANO1 activ: inactive; TRPC4 act: inactive; TRPC6 activator: inactive; MrgX1 agonist: inactive; TRPC4 block: inactive; MrgX1 antag: inactive; TRPC4 potent: inactive; MrgX1 PAM: inactive; TRPC6 inhibitor: inactive; TMEM16A inh: inactive; SKKanGAS inh: 0

Results for CCOc1ccc(NS(=O)(=O)c2cc(C)c(C)cc2C)cc1 ?
ANO1 activ: inactive; TRPC4 act: inactive; TRPC6 activator: inactive; MrgX1 agonist: inactive; TRPC4 block: inactive; MrgX1 antag: inactive; TRPC4 potent: inactive; MrgX1 PAM: inactive; TRPC6 inhibitor: inactive; TMEM16A inh: inactive; SKKanGAS inh: 2

Screens deposited in PubChem BioAssay by several laboratories.
